Screens from PubChem BioAssay.
HttQ103 aggreg – qHTS Multiplex Assay to Identify Dual Action Probes in a Cell Model of Huntington: Aggregate Formation (GFP) | PC12 HttQ103-GFP aggregates, Acumen cytometry, 40 h | Potency, µM (highest dose often 46.1 µM), without a hit: at the highest dose activity change, negative = inhibition, most hits filed as inhibitors | hit rate 1.1% among 220,000; further: on the % scale 0 is the no-effect control and ±100 the full control effect; nearly all actives have a fitted effect of over 60% in size
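Multiplexed with ATP-based cell death, this channel scores GFP aggregates in PC12 cells expressing inducible HTTex1-Q103-GFP. Induction used 100 nM tebufenozide; compounds were tested in concentration series.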
Tau fibril ThT – qHTS for Inhibitors of Tau Fibril Formation, Thioflavin T Binding; Microtubule-associated protein tau (Homo sapiens), P10636; recombinant tau K18 P301L, heparin-induced fibrillization, ThT fluorescence; Potency, µM (top dose mostly 57.4 µM), for inactives: top-dose activity, negative = inhibition, actives largely listed as inhibitors; hit rate 2.1% among 270,000; AID 1460, 2008; further: on the % scale 0 is the no-effect control and ±100 the full control effect; nearly all actives have a fitted effect of over 55% in size
Target sequence (P10636 561-689 P618L limits assumed): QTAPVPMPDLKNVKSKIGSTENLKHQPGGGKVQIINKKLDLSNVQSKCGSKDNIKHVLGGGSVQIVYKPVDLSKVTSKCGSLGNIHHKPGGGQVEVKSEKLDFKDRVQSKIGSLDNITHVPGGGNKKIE
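Heparin-induced (20 uM) aggregation of recombinant human K18 P301L tau, 15 uM unlabeled with 0.24 uM labeled, pH 7 acetate buffer, 6 hr at 37 C with compound. Fibrils quantified by 30 uM ThT fluorescence after 1 hr ambient incubation.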
ALDH1A1 block – qHTS Assay for Inhibitors of Aldehyde Dehydrogenase 1 (ALDH1A1) | hit rate 7.3% among 220,000 | Purified ALDH1A1, NADH fluorescence, propionaldehyde substrate | Potency, µM (doses to about 75.3 µM), for inactives: top-dose activity, negative = inhibition, actives largely listed as inhibitors; active means well fitted inhibition curve with a large enough effect, not every such curve was filed as active; inconclusive means small, poorly fitted or top-dose-only effect, or another doubt; inactive means no such curve, though single readings can be large or run the other way;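 further: plate controls were no enzyme wells and a reference inhibitor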
Target sequence (P00352 whole entry, looked up): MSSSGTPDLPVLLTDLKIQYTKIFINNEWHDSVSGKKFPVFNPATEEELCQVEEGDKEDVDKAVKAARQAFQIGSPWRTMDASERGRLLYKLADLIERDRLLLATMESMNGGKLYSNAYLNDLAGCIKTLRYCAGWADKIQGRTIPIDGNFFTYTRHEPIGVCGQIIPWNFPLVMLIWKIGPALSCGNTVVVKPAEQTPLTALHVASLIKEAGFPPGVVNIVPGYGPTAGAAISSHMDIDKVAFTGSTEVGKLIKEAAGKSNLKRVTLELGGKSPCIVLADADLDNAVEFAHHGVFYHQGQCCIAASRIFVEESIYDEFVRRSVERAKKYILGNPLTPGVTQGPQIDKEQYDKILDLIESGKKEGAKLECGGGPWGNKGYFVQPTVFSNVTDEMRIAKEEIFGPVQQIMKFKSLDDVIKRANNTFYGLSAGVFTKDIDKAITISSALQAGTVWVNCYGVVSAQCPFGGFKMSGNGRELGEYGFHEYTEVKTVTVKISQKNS
KDM4E inh – qHTS Assay for Inhibitors of Human Jumonji Domain Containing 2E (JMJD2E); Potency, µM (doses to about 57.1 µM), inactives show top-dose activity change, negative = inhibition, actives largely listed as inhibitors; Lysine-specific demethylase 4E (Homo sapiens), B2RXH2; JMJD2E catalytic domain, FDH-coupled NADH fluorescence (FDH is formaldehyde dehydrogenase); AID 2147, 2009; hit rate 1.6% among 230,000; active means well fitted inhibition curve with a large enough effect, not every such curve was filed as active; inconclusive means small, poorly fitted or top-dose-only effect, or another doubt; inactive means no such curve, though single readings can be large or run the other way;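 further: 0% = wells with enzyme and -100% = buffer wells without enzyme; nearly all actives have a fitted effect of over 50% in size; many of its hits are not listed in these tables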
Tau fibril FP – qHTS for Inhibitors of Tau Fibril Formation, Fluorescence Polarization. Potency, µM (series often up to 57.7 µM), inactives show at the top dose activity, negative = inhibition, hits mostly inhibitors. hit rate 0.39% among 280,000. K18 P301L tau heparin fibrillization, Alexa594 FP, 6 h. Microtubule-associated protein tau (Homo sapiens), P10636; further: on the % scale 0 is the no-effect control and ±100 the full control effect; nearly all actives have a fitted effect of over 55% in size
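Quantitative HTS format: compounds meet 15 uM recombinant K18 P301L tau and Alexa 594-tau tracer in 100 mM sodium acetate pH 7; 20 uM heparin triggers fibrillization at 37 C over 6 hr; FP gives the signal.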
Tau fluor cs – Counterscreen qHTS for Inhibitors of Tau Fibril Formation, Fluorescence Polarization; tau K18 P301L Alexa594 fluorescence, heparin fibrillization; Potency, µM (highest dose often 57.7 µM), inactives show at the top dose activity change, negative = decrease; hit rate 0.93% among 280,000; AID 1463, 2008; further: on the % scale 0 is the no-effect control and ±100 the full control effect; nearly all actives have a fitted effect of over 55% in size
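Human tau K18 P301L (15 uM unlabeled, 0.24 uM Alexa 594-labeled) in 100 mM sodium acetate pH 7 with 20 uM heparin, 6 hr at 37 C. ThT 30 uM added, 1 hr ambient; Alexa 594 FP and total fluorescence read at 555/632 nm.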
SMN2 splice enh – qHTS Assay for Enhancers of SMN2 Splice Variant Expression | HEK293 SMN2-luciferase splicing reporter, luminescence, 30-36 h | Potency, µM (top dose mostly 46.1 µM), for the others: at the highest dose activity change, positive = activation, usual class: activators | hit rate 2.8% among 210,000 | AID 1458, 2008; further: % of control where 0% means no effect; nearly all actives have a fitted effect of over 55% in size
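HEK293 cells carry an SMN2 minigene-luciferase reporter in which exon 7 inclusion puts luciferase in frame. Cells were seeded at 2000 cells/well, attached for 10-12 hours, then exposed to compounds for 30-36 hours at 37C before ONE-Glo luminescence.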
HTT cytoprotect – qHTS Multiplex Assay to Identify Dual Action Probes in a Cell Model of Huntington: Cytoprotection (ATP); hit rate 0.14% among 230,000; PC12 HTT-Q103 induced, cytoprotection, ATP luminescence, 40 h; Potency, µM (doses to about 56.4 µM), without a hit: cytoprotection (ATP increase), usual class: activators;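 further: % of control where 0% means no effect; nearly all actives have a fitted effect of over 45% in size; toxic huntingtin expression switched on by the ecdysone agonist tebufenozide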
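PC12 cells stably carrying ecdysone-inducible Htt exon 1 (Q103)–GFP were induced with 100 nM tebufenozide (final) alongside library compounds in a dose series. Cytoprotection was scored as retained ATP by ATPlite luminescence.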
* marks the source's active call; other numbers are inactive results; u = inconclusive; x = not tested or not shown; [ ] = another dose, or the depositor's remark. Unless noted, the call rests on the fitted dose curve; in most records, active means well fitted curve in the direction sought with a large enough effect; inconclusive means small, poorly fitted or top-dose-only effect, or another doubt; inactive means no such curve, though single readings can be large; an effect the other way counts as inactive or inconclusive. Potency means the concentration at half of the fitted maximal effect. These rows are one share of the data; the hit share may differ from the screen's.

SMILES	HttQ103 aggreg	Tau fibril ThT	ALDH1A1 block	KDM4E inh	Tau fibril FP	Tau fluor cs	SMN2 splice enh	HTT cytoprotect
CCOc1ncccc1C(=O)NCc1ccc(OC)c(OC)c1	-8.1%	-3.4%	16.6%	16.3%	6.8%	2.9%	-20.8%	38.8%[1.9 µM]
Fc1ccc(OCc2nnc(SCCN3CCOCC3)o2)cc1	0.0%	4.9%	-8.5%	1.4%	1.8%	0.4%	-15.8%	-0.1%[10 µM]
COC(=O)c1sc(NC(=O)/C=C/c2ccccc2Cl)nc1C	-7.8%	-5.8%	-15.2%	u	u	-9.1%	u	-14.0%
OC(COc1ccc(CN2CCSCC2)cc1)CN1CCCCC1 (stereo not given)	-2.5%[9.22 µM]	-13.6%	8.3%	3.6%	-5.6%	-12.1%	x	-0.7%[10 µM]
Cc1cnc(CNc2ccnc(-c3ccccc3Cl)n2)cn1	x	-13.1%	-3.4%	9.0%	2.2%	-12.8%	-2.9%	1.3%
Cc1cc(C)c2c(=O)[nH]c(SCc3ccccc3C)nc2n1	-28.0%	-4.0%	-2.8%	-19.9%	4.0%	0.2%	6.8%	u
CCOC(=O)C1=C(C)NC(=O)NC1c1ccc2c(c1)OCO2 (stereo not given)	22.2%	-6.1%	-32.4%	-11.7%	6.2%	0.8%	20.1%	-3.8%[1.9 µM]
CCOCCCn1c(=S)[nH]c2cc(C(=O)N3CCC(C(N)=O)CC3)ccc2c1=O	21.1%	-8.4%	13.6%	4.2%	-2.6%	-7.7%	-14.2%	5.2%
Cc1ccc(S(=O)(=O)C(C#N)c2nc3ccccc3nc2N2CCC(C)CC2)cc1 (stereo not given)	13.7%	8.7%	u	-1.4%	-2.0%	4.0%	-14.7%	17.8%
O=C(O)c1ccccc1-c1c2ccc(=O)cc-2oc2cc(O)ccc12	0.0316µM*	u	-6.8%	x	1.5%	-1.6%	x	-125.2%[inhibitor]
Nc1nc2c(nc(Sc3ccc(Cl)cc3)n2C2OC(CO)C(O)C2O)c(=O)[nH]1 (stereo not given)	x	u	1.3%	2.1%	-18.5%	-6.8%	-5.6%	x
O=C(Nc1ccccc1)c1ccccc1OCc1cccc([N+](=O)[O-])c1	-0.3%	-4.1%	u	5.9%	-6.1%	-16.5%	-26.7%	-12.9%[10 µM]
CCO[C@@H]1OC(C(=O)N2CCOCC2)=C[C@H](C)[C@H]1CCCO	-2.1%[9.22 µM]	-4.4%	2.1%	6.6%	-4.4%	0.3%	x	-6.0%[10 µM]
COc1ccc2c(C)cc(SCn3nnc4ccccc4c3=O)nc2c1	12.0%	-8.2%	u	-6.0%	-3.4%	-19.3%	u	-12.6%[10 µM]
CCOC(=O)Cc1csc(NC(=O)Nc2cccc(OC)c2)n1	2.6%[9.22 µM]	-14.0%	x	0.2%	-9.9%	u	x	-16.5%[10 µM]
Cc1ccnc(N/C=C(/NC(=O)c2ccccc2)C(=O)NN)n1	25.1%	-6.5%	-8.6%	1.6%	1.4%	-0.4%	9.9%	x
Cc1onc(-c2c(Cl)cccc2Cl)c1C(=O)c1c[nH]c(C(=O)NCC2CCCO2)c1 (stereo not given)	2.5%	2.9%	u	-2.2%	-3.3%	-1.4%	-22.7%	8.2%[10 µM]
c1ccc(CNc2ncnc3sc4c(c23)CCCC4)nc1	-25.3%	-7.2%	-2.4%	0.9%	10.4%	-1.9%	-12.3%	-33.0%[inhibitor]
O=C(Nc1ccccc1)NC1CCN(CCCN2C(=O)c3ccccc3C2=O)CC1	17.7%	-0.7%	u	1.6%	-3.6%	-3.8%	4.4%	-15.8%
COC(=O)c1[nH]c2ccc(F)cc2c1NC(=O)CCN1CCN(Cc2ccc3c(c2)OCO3)CC1	-0.5%	-3.9%	u	u	0.0%	-18.0%	11.5%	-15.4%
CCOC(=O)c1cc2sc(C)cc2n1CC(=O)NCCc1ccccc1	-5.9%[9.22 µM]	-14.6%	u	-26.3%	-3.4%	-10.7%	7.1%	-21.5%
Cn1nnnc1SC(C(=O)Nc1cccc(C(F)(F)F)c1)c1ccccc1 (stereo not given)	-20.3%	1.6%	u	-7.8%	-4.4%	-25.5%	5.3%	30.2%[10 µM]
O=C(COc1ccccc1F)NC1CCN(Cc2ccccc2)CC1	15.4%	-6.1%	-2.5%	-4.4%	2.0%	-5.0%	-32.5%	14.6%
O=C(NNS(=O)(=O)c1cccc(Cl)c1)c1cc(-c2ccc(F)cc2)nc2ccccc12	12.8%	5.7%	-12.4%	u	-11.2%	-8.6%	0.1%	-0.7%[10 µM]
O=C1N(Cc2cccnc2)C[C@@H]2C[C@@H](c3ccccc3C#Cc3ccccc3)N3CCC[C@@]123	9.7%	-16.6%	-13.4%	14.1%	1.3%	0.7%	x	1.4%
Nc1nnc(SCC(=O)OCC(=O)Nc2ccccc2)s1	-9.2%	-9.8%	1.4%	-3.9%	12.0%	3.3%	x	-21.6%
CCOC(=O)c1c(C)c(C(=O)NCc2ccco2)c(C)n1C	17.5%	0.3%	-9.7%	-6.6%	0.6%	6.2%	-9.9%	-21.4%
CCOc1ccc(C(=O)O)cc1OC	-7.2%	-7.6%	8.6%	6.8%	-8.0%	-1.1%	-12.3%	-38.2%
Cn1c(SCC(=O)NCc2cccs2)nnc1-c1ccc(O)cc1	-14.1%[9.22 µM]	-3.5%	7.8%	3.9%	-5.2%	-1.9%	x	-2.6%[10 µM]
O=C(Nc1ccc(F)cc1F)c1sccc1SCc1cccc(C(F)(F)F)c1	-2.4%	-5.8%	6.4%	3.0%	-13.0%	-20.4%	8.2%	-14.2%
